PKM2 activator: PKM2 (human) enzyme activation. P14618. hit rate 0.34% among 260,000. Potency, µM (series often up to 57.5 µM), for the others: at the top dose activation, actives largely listed as activators. purified PKM2, Kinase-Glo ATP luminescence, activation; response scale: 0% is enzyme alone, no compound; also: potency is read from the fitted curve at half-maximal effect; % is scaled to controls: 0 for no effect and ±100 for the full control effect; nearly all actives have a fitted effect of over 55% in size
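Kinase-Glo luminescence reports ATP generated from ADP (0.1 mM) and PEP (0.5 mM) by purified hPK-M2 after 1 h at room temperature, pH 7.2 imidazole buffer; intermediate enzyme activity allows detecting inhibitors and activators.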
TSHR antagonist: human thyrotropin receptor antagonism | P16473 | TSHR-expressing cells, TSH-stimulated cAMP HTRF, 2 h; stronger effect = lower value | activity change, negative = inhibition, % at 11.5 µM | hit rate 0.2% among 330,000 | AID 504810;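 active = activity change below a set negative limit, meaning inhibition stronger than a set level, cut at about -70% in these data; inconclusive = activity change between two set negative limits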; also: % is scaled to controls: 0 for no effect and ±100 for the full control effect
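Inhibition of cAMP made by TSHR-expressing cells under TSH stimulation (4nM final, EC80; 2 h, 37 deg C) is quantified with a one-step lysis HTRF kit, anti-cAMP cryptate versus cAMP-d2.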
USP2a inh: USP2a (human) protease inhibition; O75604; USP2 core, Ub-CHOP2 coupled fluorogenic reporter, 485/531; Potency, µM (doses to about 38.3 µM), inactives show at the top dose activity change, negative = inhibition, most hits filed as inhibitors; hit rate 0.01% among 330,000;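 also: potency is read from the fitted curve at half-maximal effect; plate controls were DMSO wells for no effect and full inhibition by NEM control for full effect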
Target sequence (O75604 whole entry, looked up): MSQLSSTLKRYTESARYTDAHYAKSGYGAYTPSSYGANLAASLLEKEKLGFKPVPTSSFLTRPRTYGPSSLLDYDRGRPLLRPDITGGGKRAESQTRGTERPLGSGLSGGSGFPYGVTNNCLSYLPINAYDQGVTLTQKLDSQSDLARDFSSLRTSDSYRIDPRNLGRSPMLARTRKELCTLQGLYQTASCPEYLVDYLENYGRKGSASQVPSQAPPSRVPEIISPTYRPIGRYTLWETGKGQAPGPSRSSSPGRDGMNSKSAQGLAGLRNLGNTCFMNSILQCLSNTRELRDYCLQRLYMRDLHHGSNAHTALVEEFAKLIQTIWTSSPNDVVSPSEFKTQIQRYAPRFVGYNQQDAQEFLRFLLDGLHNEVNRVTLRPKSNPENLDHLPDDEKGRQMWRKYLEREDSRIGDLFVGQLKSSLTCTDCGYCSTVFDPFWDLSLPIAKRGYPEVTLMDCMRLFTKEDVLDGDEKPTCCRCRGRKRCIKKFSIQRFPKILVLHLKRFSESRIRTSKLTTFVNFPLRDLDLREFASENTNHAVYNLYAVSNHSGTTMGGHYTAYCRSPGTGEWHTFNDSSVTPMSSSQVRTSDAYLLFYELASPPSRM
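Cell-free coupled assay: 10nM USP2 core preincubated 30min RT with compound in Tris-HCl pH 8.0/CaCl2/CHAPS buffer, then 25nM Ub-CHOP2 and 25nM reporter substrate; fluorescence (Ex 485/Em 531) read after 60min RT, normalized to NEM inhibition, concentration-response curves fitted.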
Eya2 phos inh: Eya2 (human) phosphatase inhibition. O00167. recombinant Eya2, OMFP fluorescence dephosphorylation (OMFP is methylfluorescein phosphate). Potency, µM (series often up to 76.9 µM), inactives show at the top dose activity, negative = inhibition, most hits filed as inhibitors. hit rate 0.006% among 330,000. AID 488837; also: potency is read from the fitted curve at half-maximal effect; % is scaled to controls: 0 for no effect and ±100 for the full control effect
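Eya2 protein (added as 0.2 uM solution) was preincubated with compound for 10 min at ambient temperature in 50 mM HEPES pH 7.5, 50 mM NaCl, 5 uM MgCl2, 0.05% BSA, 1 mM DTT. OMFP (added at 50 uM) then reacted 10 min; fluorescence read at 485/525 nm.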
Menin MLL FP TR: menin-MLL binding inhibition, Texas Red mutant peptide | O00255 | hit rate 0.23% among 270,000 | Menin + Texas Red MLL mutant peptide, fluorescence polarization | AID 1768 | Potency, µM (highest dose often 61.6 µM), without a hit: top-dose FP activity change, negative = inhibition, usual class: inhibitors; active = well fitted inhibition curve with a large enough effect in the polarisation, with a control signal flat, not every such curve was filed as active; inconclusive = small, poorly fitted or top-dose-only effect, or effect the other way, or a change in a side signal; inactive = no such curve, though single readings can be large or run the other way; the % refers to the polarisation; also: potency is read from the fitted curve at half-maximal effect; % of control where 0% means no effect; many of its hits are not listed in these tables
ASM inhibitor: inhibitors of human secretory acid sphingomyelinase. P17405. placental ASM, HMU-PC fluorogenic substrate, 60 min. Potency, µM (series often up to 57.5 µM), without a hit: at the highest dose activity change, negative = inhibition, usual class: inhibitors. hit rate 0.006% among 340,000. AID 504937; also: potency is read from the fitted curve at half-maximal effect
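Fluorogenic HMU-PC substrate (9 uM final) is turned over by placental ASM in 60 min at 37 C after a 10 min compound preincubation. Reaction ended by alkaline stop (pH 10), with fluorescence read at 386/447 nm.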
GALK inhibitor: blocks human galactokinase activity; Purified GALK, Kinase-Glo residual ATP luminescence; Potency, µM (series often up to 57.5 µM), inactives show at the top dose activity change, negative = inhibition, actives largely listed as inhibitors; hit rate 0.007% among 270,000; also: potency is read from the fitted curve at half-maximal effect; % is scaled to controls: 0 for no effect and ±100 for the full control effect
Target sequence (P51570 whole entry, looked up): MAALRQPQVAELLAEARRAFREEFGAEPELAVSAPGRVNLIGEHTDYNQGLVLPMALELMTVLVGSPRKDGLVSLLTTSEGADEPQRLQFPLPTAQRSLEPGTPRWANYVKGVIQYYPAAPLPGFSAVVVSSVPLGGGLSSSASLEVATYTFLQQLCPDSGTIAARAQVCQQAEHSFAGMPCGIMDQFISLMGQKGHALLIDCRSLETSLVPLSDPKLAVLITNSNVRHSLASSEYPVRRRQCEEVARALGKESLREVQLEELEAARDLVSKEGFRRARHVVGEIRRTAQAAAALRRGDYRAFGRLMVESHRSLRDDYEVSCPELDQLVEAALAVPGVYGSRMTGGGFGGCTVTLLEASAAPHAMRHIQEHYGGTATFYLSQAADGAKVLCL
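Luminescence from leftover ATP (Ultra-Glo luciferase/luciferin) served as read-out after a 1 h room-temperature reaction of 5 nM GALK with 35 uM ATP and 100 uM galactose.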
KCNH2 WT inh: KCNH2 (human, wildtype) channel inhibition; AID 720551; activity change, % at 1.84 µM; U2OS, BacMam KCNH2, thallium flux FluxOr; stronger effect = lower value; hit rate 0.37% among 340,000; Q12809;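 active = maximum activity change below -70%; inconclusive = maximum activity change between -70% and -50%; inactive = maximum activity change above -50%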; also: % is scaled to controls: 0 for no effect and ±100 for the full control effect
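U2OS cells transduced with wild-type KCNH2 virus are loaded with FluxOr dye for 45 min, and thallium flux is measured in kinetic reads before and after stimulation buffer. Rate constants are normalized to DMSO controls.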
Mito fusion yeast: mitochondrial division inhibition or fusion activation; Potency, µM (top dose mostly 46.1 µM), without a hit: top-dose growth rescue (activation), most hits filed as activators; hit rate 0.23% among 320,000; AID 485298; S. cerevisiae fusion-defective mutant growth rescue, CellTiterGlo 48 h;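 also: potency is read from the fitted curve at half-maximal effect; % of control where 0% means no effect; nearly all actives have a fitted effect of over 45% in size; temperature-sensitive fusion mutants such as fzo1-1 at 37 °C on non-fermentable ethanol glycerol medium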
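Luminescent cell viability in 1536-well qHTS format served as the measure of rescued growth in ts fusion-mutant S. cerevisiae cultured on non-fermentable YPEG for 48 hours at 37C.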
MBNL1 CUG block: inhibitors of human MBNL1 binding to CUG repeat RNA. Q9NR56. hit rate 0.036% among 280,000. Potency, µM (titrated, usually from 57.5 µM), for inactives: at the highest dose activity change, negative = inhibition, usual class: inhibitors. TR-FRET MBNL1-His/biotin-(CUG)12 binding, 665/545 ratio. AID 2675; active = well fitted inhibition curve with a large enough effect in the signal ratio, with a control signal flat, not every such curve was filed as active; inconclusive = small, poorly fitted or top-dose-only effect, or effect the other way, or a change in a side signal; inactive = no such curve, though single readings can be large or run the other way; the % refers to the signal ratio; also: potency is read from the fitted curve at half-maximal effect; % is scaled to controls: 0 for no effect and ±100 for the full control effect
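TR-FRET between His-tagged MBNL1 and biotin-(CUG)12 RNA, detected with Tb anti-His antibody (0.055 ng/ul) and streptavidin-XL665 (5 nM), 60 min at room temperature. Compounds titrated 92 nM to 58 uM; 665/545 nm ratio normalized to buffer and complex controls.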
BCR signal inh: blocks chronic active B-cell receptor signaling; hit rate 0.05% among 340,000; ABC-DLBCL IkBa-CBG/CBR reporter, luminescence ratio, 4 h; Potency, µM (doses to about 46.1 µM), for inactives: at the highest dose ratio change, negative = lower green/red ratio, most hits filed as inhibitors; active = well fitted inhibition curve with a large enough effect in the signal ratio, with a control signal flat, not every such curve was filed as active; inconclusive = small, poorly fitted or top-dose-only effect, or effect the other way, or a change in a side signal; the % refers to the signal ratio;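 also: potency is read from the fitted curve at half-maximal effect; plate controls were basal doxycycline-induced cells for no effect and cells given 10 µM MG132 for full effect; MG132 reads +100%, hits lower the ratio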
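Compounds up to 46 uM were incubated four hours with TMD8 cells whose green CBG68 luciferase is fused to IkappaBalpha; red CBR luminescence normalised the signal, and concentration-effect curves were fitted to fusion, red and ratio data.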
Active calls of the source: *; ? = inconclusive; / = no result given; [ ] = another dose, or the depositor's remark. Unless noted, calls follow the shape of the dose curve; as a rule, active = well fitted curve in the direction sought with a large enough effect; inconclusive = small, poorly fitted or top-dose-only effect, or another doubt; inactive = no such curve, though single readings can be large; an effect the other way counts as inactive or inconclusive. The list is partial (hit frequency here may not be typical).

Molecule	PKM2 activator	TSHR antagonist	USP2a inh	Eya2 phos inh	Menin MLL FP TR	ASM inhibitor	GALK inhibitor	KCNH2 WT inh	Mito fusion yeast	MBNL1 CUG block	BCR signal inh
c1ccc(CC2CCCNC2)cc1 (configuration not stated)	-2%	19	0%	18%	11%	-2%	0%	-8	-4%	9%	?
CN(C)C(CNC(=O)c1ccc(OCc2cn3ccccc3n2)cc1)c1ccco1 (configuration not stated)	/	-4	2%	3%	/	12%	/	-1	-4%	/	-1%
CCc1c(C)sc(NC(=O)c2cc(-c3ccc(O)cc3)on2)c1C#N	4%	-6	1%	3%	-7%	-1%	3%	3	-1%	22%	-8%
Cc1cc2c(cc1C)NC1=C(N2)OC(c2cccc(O)c2)C1=O (configuration not stated)	17%	-12	3%	8%	8%	-7%	3%	5	-3%	?	4%
Cc1ccc(C(=O)N2CCN(c3ncnc4c(-c5ccccc5)nsc34)CC2)cc1	-2%	3	2%	4%	-6%	/	5%	/	3%	2%	11%
COCCCNC(=O)CC1C(=O)N(Cc2ccccc2)C(C)c2nc3ccccc3n21 (configuration not stated)	0%	5	-1%	-1%	4%	5%	1%	-21	2%	2%	7%
O=C(COc1ccc([N+](=O)[O-])cc1)NCc1ccncc1	-4%	7	2%	0%	-10%	0%	3%	1	0%	?	-2%
COCCCNc1nc2c(c(=O)[nH]c(=O)n2C)n1CC(O)COc1ccccc1 (configuration not stated)	-5%	-14	0%	2%	-2%	2%	3%	8	-6%	1%	-5%
CCCCC(=O)Nc1nc(-c2ccc(S(=O)(=O)N3CCOCC3)cc2)cs1	1%	-18	1%	-20%	/	-9%	-2%	3	-1%	1%	2%
COc1ccc2c(c1OC)C(=O)OC2N1C(=O)CC[C@H]1C(=O)NCC1CCCO1 (some centres not stated)	1%	0	-1%	-27%	2%	2%	/	-1	-3%	4%	2%
COc1ccc(CC(=O)O/N=C(\N)Cc2cccc3ccccc23)cc1	2%	-26	1%	4%	-9%	-5%	1%	4	11%	/	-4%
Cc1nnc(SC(=O)N2c3ccccc3Sc3ccccc32)s1	0%	?	3%	-18%	-9%	-14%	-7%	-5	-4%	0%	?
Nc1nc(-c2ccccc2)c(-c2ccccc2)o1	4%	-4	1%	-6%	/	-3%	-4%	-20	-2%	/	?
CCOP(=O)(c1ccccc1)c1nc(-c2ccc(F)cc2)oc1N1CCCCC1 (configuration not stated)	-4%	-2	-2%	-2%	-14%	2%	-2%	9	5%	9%	0%
COC(=O)CC/C(O)=C1\C(=O)CC(C)(C)CC1=Nc1ccccc1OC	-20%	-7	3%	-18%	-3%	-2%	1%	-3	5%	-3%	-4%
CCN(CC)c1ccc(/C=N\NC(=O)c2cccc3cc[nH]c23)cc1	-6%	7	-3%	-1%	/	248%[activator]	6%	1	-3%	17%	?
CSc1ccc(Cn2nnc(C(=O)NCCc3ccc(Cl)cc3)c2N)cc1	-1%	-2	-1%	-1%	/	1%	/	-9	-3%	-4%	-8%
Cc1cc(C)c2c(=O)n(CC(=O)NCCCN3CCN(c4ccccc4F)CC3)sc2n1	-25%	-4	0%	11%	22%	2%	-5%	18	-5%	-9%	9%
O=C(O)COc1c(-c2ccco2)oc2ccccc2c1=O	-5%	1	-1%	-7%	-1%	79%[activator]	4%	8	-1%	?	-3%
C/C(Cn1nnc([N+](=O)[O-])n1)=N\NC(=O)c1ccncc1	7%	10	3%	13%	5%	2%	-2%	-1	12%	?	?
O=[N+]([O-])c1ccc(N/N=C/c2ccc(OCc3cccc4ccccc34)cc2)nc1	2%	-10	3%	22%	?	-12%	-1%	-7	-2%	1%	?
C#CCn1c(O)c(N=NC(=O)C(O)c2ccccc2)c2ccccc21 (configuration not stated)	-7%	2	-1%	-23%	/	0%	5%	8	-1%	?	10%
O=C(c1ccccc1F)N1CCN(C(=O)C2CC2)CC1	1%	-4	1%	1%	/	3%	-1%	6	1%	-4%	-1%
COc1ccnc(Oc2ccc(C)cc2)c1C#N	-9%	7	-1%	-18%	3%	-2%	-1%	-35	5%	4%	-6%
COc1cc(C(=O)Nc2ccc(-c3nc4cc(C)ccc4o3)c(O)c2)cc(OC)c1OC	7%	-41	1%	4%	5%	-11%	-1%	1	2%	5%	8%
COc1cc2cc(CN(CCCN3CCOCC3)C(=O)Nc3ccc(F)cc3)c(=O)[nH]c2cc1OC	4%	13	0%	7%	1%	18%	1%	7	-5%	-2%	?
O=C(CN1CCCc2ccccc21)N/N=C/c1ccccc1	1%	13	2%	-11%	5%	5%	-3%	-30	-11%	-2%	0%
Cc1[nH]c2ccccc2c1C(=O)COC(=O)C(C)C	-9%	-4	3%	-8%	13%	5%	-4%	2	1%	-2%	13%
O=C(O)CCc1ccc(-c2ccccc2)n1-c1cccc(O)c1	13%	-24	0%	-16%	0%	1%	-2%	-8	3%	-4%	?
COc1cccc(S(=O)(=O)Nc2cccc(C(=O)N3CCCC3)c2)c1	/	4	3%	-5%	/	2%	-2%	-23	1%	0%	3%
O=[N+]([O-])c1cc(Cl)ccc1-c1nc(-c2ccccc2)no1	1%	-10	2%	-3%	-2%	2%	1%	-11	1%	/	-20%
CCOC(=O)c1ccc(-n2c(CCC(=O)O)ccc2-c2ccc(F)cc2)cc1	/	-8	4%	?	11%	0%	-2%	32	6%	1%	-3%
COCCNC(=O)CN(C(=O)CCC(=O)Nc1cc(C)on1)c1ccc(C)cc1C	2%	6	5%	-3%	5%	2%	8%	-3	3%	-6%	0%
CCN1c2cccc3cccc(c23)S1(=O)=O	0%	-12	1%	-18%	/	99%[activator]	-2%	-33	1%	19%	-29%
COc1cc(/C=N/NC(=O)CCN2CCN(Cc3ccccc3)CC2)cc(OC)c1OC	6%	-8	-1%	9%	-18%	2%	2%	1	-4%	-10%	-3%
Cn1c(=O)c(=O)n(C)c2cc(S(=O)(=O)N3CC(=O)N(CCc4ccccc4)C(=O)C3)ccc21	-15%	11	2%	-10%	/	0%	/	8	-5%	-7%	8%
CC(C)CC(=O)NS(=O)(=O)c1ccc(N)cc1	-3%	-5	-3%	3%	-15%	-1%	1%	0	-1%	-6%	2%
O=C(Nc1ccc(F)cc1)c1cncs1	/	-8	1%	12%	17%	5%	1%	-18	5%	-4%	-5%
COc1ccc(NC(=O)Cn2nc(C(F)(F)F)c3c2CCCC3)cc1OC	0%	-11	0%	4%	43%[activator]	-2%	0%	7	0%	-3%	?
O=C(NCCc1ccccc1)C1CCN(C(=O)NCc2ccccc2)CC1	-5%	-1	-3%	3%	-4%	1%	-2%	-3	-3%	-9%	-1%
COC(=O)CNC(=O)C1CCN(C(=O)OCc2ccccc2)CC1	0%	-36	0%	-2%	-6%	3%	1%	9	-1%	-8%	?
CC(=O)Cc1nsc(NC(=O)c2cc(-c3ccccc3Cl)oc2C)n1	-6%	-3	-11%	16%	?	1%	3%	4	-1%	0%	?
CC1CC(C)CN(CCCNC(=O)C2CCCN(c3ncnc4c3nc3n4CCCCC3)C2)C1 (configuration not stated)	1%	5	0%	3%	-13%	-20%	-4%	-1	4%	0%	-3%
